Source: PubChem BioAssay
TrxR1 substrate – rat thioredoxin reductase 1 substrate activity. purified TrxR1 substrate turnover, NADPH consumption readout. 390,000 compounds, 0.01% hits. Potency, µM (doses to about 114 µM), inactives show at the highest dose activity change, negative = substrate turnover. O89049; further: potency means the concentration at half of the fitted maximal effect; on the % scale 0 is the no-effect control and ±100 the full control effect; nearly all actives have a fitted effect of over 50% in size
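Rat TrxR1, dispensed at 90 nM, was prereduced with 400 uM NADPH (final) for 5 min at ~22 deg C, then incubated with compound 15 min before 400 uM selenite. A first-read NADPH fluorescence drop versus no-compound background flagged substrates.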
mIDH1 inhibitor – inhibitors of human mutant IDH1 R132H | O75874 | IDH1-R132H enzyme, NADPH consumption, diaphorase/resazurin fluorescence | Potency, µM (top dose mostly 76.6 µM), for inactives: at the top dose activity change, negative = inhibition, usual class: inhibitors | 390,000 compounds, 0.093% hits; further: potency means the concentration at half of the fitted maximal effect; on the % scale 0 is the no-effect control and ±100 the full control effect; nearly all actives have a fitted effect of over 65% in size
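IDH1-R132H (0.5 ug/mL) preincubated 30 min with compound, then NADPH (0.016 mM) and alpha-KG (2 mM) added; 80 min at RT, pH 7.5. Remaining NADPH coupled via diaphorase/resazurin to fluorescence (540/590 nm); concentration-response curves normalized to no-enzyme control.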
Glioma ERSR ind – inducers of ER stress response in human glioma cells; U87-MG GRP78 promoter luciferase reporter, 16 h; Potency, µM, for inactives: top-dose activation, actives largely listed as activators; 420,000 compounds, 0.02% hits; AID 602332; further: potency means the concentration at half of the fitted maximal effect; series mostly up to about 76 µM; % of control where 0% means no effect; nearly all actives have a fitted effect of over 35% in size
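ERSR induction read as luciferase luminescence (Bright-Glo, 10 min at room temperature) in stably transfected human U87-MG glioma cells exposed to compounds for 16 h, using GRP78 as sensor.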
LDHA inh – LDHA (human) enzyme inhibition; P00338; purified LDHA, NADH/diaphorase-resazurin fluorescence; hits give low values; activity change, % (values are at about 110 or 230 µM); 480,000 compounds, 0.15% hits; in the data active means activity change below about -30%; inconclusive means mostly about -25% to -30%;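 further: plate controls were DMSO wells for no effect and wells without enzyme for full effect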
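Enzyme activity of human lactate dehydrogenase 5 (2 nM; 0.06 mM NADH, 0.2 mM pyruvate, 5 min, RT) is measured via a resazurin/diaphorase fluorescence readout of residual NADH.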
USP1-UAF1 inh – USP1/UAF1 (human) deubiquitinase inhibition; 390,000 compounds, 0.23% hits; recombinant USP1/UAF1, Ub-Rhodamine cleavage fluorescence; Potency, µM (doses to about 57.1 µM), inactives show top-dose activity change, negative = inhibition, usual class: inhibitors; O94782; further: potency means the concentration at half of the fitted maximal effect; on the % scale 0 is the no-effect control and ±100 the full control effect; nearly all actives have a fitted effect of over 60% in size; inactives centre near -12
Target sequence (O94782 whole entry, looked up): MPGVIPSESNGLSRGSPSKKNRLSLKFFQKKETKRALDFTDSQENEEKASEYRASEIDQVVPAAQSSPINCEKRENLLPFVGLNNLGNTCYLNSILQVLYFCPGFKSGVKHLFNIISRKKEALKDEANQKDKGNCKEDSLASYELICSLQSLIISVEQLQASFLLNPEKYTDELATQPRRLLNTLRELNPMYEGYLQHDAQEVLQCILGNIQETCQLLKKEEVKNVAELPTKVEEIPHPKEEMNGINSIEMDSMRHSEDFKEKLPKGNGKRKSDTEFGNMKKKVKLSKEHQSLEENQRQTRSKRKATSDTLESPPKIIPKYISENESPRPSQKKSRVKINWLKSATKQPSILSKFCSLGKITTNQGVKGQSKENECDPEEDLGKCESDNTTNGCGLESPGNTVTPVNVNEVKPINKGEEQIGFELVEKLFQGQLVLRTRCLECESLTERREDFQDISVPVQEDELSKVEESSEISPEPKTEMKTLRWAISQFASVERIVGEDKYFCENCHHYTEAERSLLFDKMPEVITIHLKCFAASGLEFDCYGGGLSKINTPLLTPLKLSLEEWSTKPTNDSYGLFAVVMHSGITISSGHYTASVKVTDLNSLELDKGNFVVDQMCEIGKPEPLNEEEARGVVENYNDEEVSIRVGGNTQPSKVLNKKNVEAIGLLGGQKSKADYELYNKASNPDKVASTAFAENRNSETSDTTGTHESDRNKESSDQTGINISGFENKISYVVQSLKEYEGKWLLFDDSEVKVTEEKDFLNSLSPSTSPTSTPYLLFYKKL
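High-throughput fluorogenic screen: 1nM USP1/UAF1 complex, Ub-Rho substrate 150nM final, 50mM HEPES pH 7.8 with 0.5mM EDTA, 0.1 mg/ml BSA, 1mM TCEP and 0.01% Tween-20.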
RGS4 inhibitor – human RGS4 inhibition; P49798; Transcreener GDP fluorescence polarization, RGS4-accelerated GTP hydrolysis; Potency, µM (top dose mostly 114 µM), for the others: at the top dose activity change, negative = inhibition, most hits filed as inhibitors; 390,000 compounds, 0.039% hits; AID 504845; further: potency means the concentration at half of the fitted maximal effect; on the % scale 0 is the no-effect control and ±100 the full control effect; nearly all actives have a fitted effect of over 75% in size; some results filed as inactive show a strong effect at the top dose
Target sequence (P49798 whole entry, looked up): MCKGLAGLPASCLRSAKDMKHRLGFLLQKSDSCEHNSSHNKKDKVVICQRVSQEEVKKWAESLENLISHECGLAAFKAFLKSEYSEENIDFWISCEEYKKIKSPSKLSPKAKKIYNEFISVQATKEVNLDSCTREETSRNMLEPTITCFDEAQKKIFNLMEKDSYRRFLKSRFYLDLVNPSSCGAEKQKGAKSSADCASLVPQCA
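MLSMR compounds (23 nl, pin-transferred) preincubated 10 min at room temperature with a 500nM (2x) first reagent, then RGS4 at 900nM (2x) plus Transcreener GDP mix added; fluorescence polarization (620/688 nm) read before and after 90 min at 30 °C.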
rTrxR1 inhibitor – blocks rat thioredoxin reductase 1 | O89049 | recombinant rTrxR1, NADPH fluorescence consumption, selenite substrate | Potency, µM (highest dose often 114 µM), without a hit: at the highest dose activity change, negative = inhibition, hits mostly inhibitors | 390,000 compounds, 1% hits | AID 588453; further: potency means the concentration at half of the fitted maximal effect; on the % scale 0 is the no-effect control and ±100 the full control effect; nearly all actives have a fitted effect of over 65% in size
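Rat TrxR1 (90 nM in the dispensed reagent) was pre-reduced with 400 uM NADPH for 5 min at room temperature, then incubated with compound for 15 min. After 400 uM selenite was added, NADPH fluorescence (Ex 340/Em 450 nm) was followed for 8 min.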
Vif-A3G inh – blocks the Vif interaction with human APOBEC3G; Potency, µM (top dose mostly 46.1 µM), for the others: at the top dose activity, negative = active, most hits filed as inhibitors; HeLa A3G-eYFP + Vif (tagged APOBEC3G with the HIV-1 protein that degrades it), YFP fluorescence, overnight; Q9HC16; 410,000 compounds, 0.076% hits;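 further: potency means the concentration at half of the fitted maximal effect; on the % scale 0 is the no-effect control and ±100 the full control effect; nearly all actives have a fitted effect of over 60% in size; hits raise eYFP signal because A3G escapes Vif-driven loss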
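HeLa cells stably expressing Vif and C-terminally eYFP-tagged A3G, seeded overnight at 37 deg C, then exposed to compound by pintool overnight at 37 deg C. Rise in yellow fluorescence (Ex 488/Em 500-530, Acumen) marks blocked Vif-driven A3G degradation.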
Vif-APOBEC3F blk – inhibitors of Vif-A3F interaction | Potency, µM (doses to about 46.1 µM), inactives show at the highest dose activity, negative = active | 390,000 compounds, 0.2% hits | HeLa A3F-eYFP + Vif (tagged APOBEC3F with the HIV-1 protein that degrades it), YFP fluorescence increase; further: potency means the concentration at half of the fitted maximal effect; % of control where 0% means no effect; nearly all actives have a fitted effect of over 65% in size
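HeLa cells stably expressing A3F-eYFP plus Vif, plated and incubated overnight at 37 deg C, then exposed to compounds overnight at 37 deg C. Blocked degradation read as raised yellow fluorescence (Ex 488/Em 500-530).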
Starred values were filed as active, the others as inactive; ? = inconclusive; . = not tested or not shown; [ ] = dose if it differs, or a comment. Unless noted, the call rests on the fitted dose curve; in most records, active means well fitted curve in the direction sought with a large enough effect; inconclusive means small, poorly fitted or top-dose-only effect, or another doubt; inactive means no such curve, though single readings can be large; an effect the other way counts as inactive or inconclusive. This is a subset; the hit share may differ from the screen's.

Start of the data: the first 5 compounds (preview)
SMILES	TrxR1 substrate	mIDH1 inhibitor	Glioma ERSR ind	LDHA inh	USP1-UAF1 inh	RGS4 inhibitor	rTrxR1 inhibitor	Vif-A3G inh	Vif-APOBEC3F blk
Cn1nnnc1SCC1=C(C(=O)O)N2C(=O)C(NC(=O)C3CC3c3ccccc3)C2SC1 (stereo not drawn)	-1.8%	8.5%	-2.9%	-0.9	-10.7%	-39.0%	?	0.2%	?
CCc1ccccc1NC(=O)c1ccc2c(O)c(S(=O)(=O)c3ccccc3)c(=O)[nH]c2c1	-0.3%	-4.7%	-1.3%	-1.8	-21.8%	13.5%	11.8%	1.2%	-9.1%
O=C(COC(=O)c1c(Cl)cccc1Cl)Nc1cc(Cl)ccc1Oc1ccccc1	3.8%	-6.1%	-5.8%	-11.8	-15.8%	-9.7%	13.7%	-4.1%	-2.6%
COc1ccc(CNS(=O)(=O)c2c(C)[nH]c(C)c2C(=O)N2CCCCC2)cc1	4.8%	-3.7%	-0.6%	-5.2	-19.4%	-8.9%	21.5%	-0.2%	2.2%
CC1=NN(c2ccc(Cl)c(C(=O)O)c2)C(=O)/C1=C\c1ccc(-c2ccc(C(=O)O)cc2)o1	-8.8%[57.1 µM]	11.7%	5.4%	3.2	-13.5%	-30.8%	-8.2%[57.1 µM]	0.7%	3.7%

This part in full, repeating the preview:
SMILES	TrxR1 substrate	mIDH1 inhibitor	Glioma ERSR ind	LDHA inh	USP1-UAF1 inh	RGS4 inhibitor	rTrxR1 inhibitor	Vif-A3G inh	Vif-APOBEC3F blk
Cn1nnnc1SCC1=C(C(=O)O)N2C(=O)C(NC(=O)C3CC3c3ccccc3)C2SC1 (stereo not drawn)	-1.8%	8.5%	-2.9%	-0.9	-10.7%	-39.0%	?	0.2%	?
CCc1ccccc1NC(=O)c1ccc2c(O)c(S(=O)(=O)c3ccccc3)c(=O)[nH]c2c1	-0.3%	-4.7%	-1.3%	-1.8	-21.8%	13.5%	11.8%	1.2%	-9.1%
O=C(COC(=O)c1c(Cl)cccc1Cl)Nc1cc(Cl)ccc1Oc1ccccc1	3.8%	-6.1%	-5.8%	-11.8	-15.8%	-9.7%	13.7%	-4.1%	-2.6%
COc1ccc(CNS(=O)(=O)c2c(C)[nH]c(C)c2C(=O)N2CCCCC2)cc1	4.8%	-3.7%	-0.6%	-5.2	-19.4%	-8.9%	21.5%	-0.2%	2.2%
CC1=NN(c2ccc(Cl)c(C(=O)O)c2)C(=O)/C1=C\c1ccc(-c2ccc(C(=O)O)cc2)o1	-8.8%[57.1 µM]	11.7%	5.4%	3.2	-13.5%	-30.8%	-8.2%[57.1 µM]	0.7%	3.7%
NC(=O)c1ccc(Cc2ncc(C(F)(F)F)cc2Cl)s1	-8.1%	4.6%	-2.3%	-3.3	-8.9%	10.6%	9.0%[57.1 µM]	1.6%	-9.3%
O=C1c2ccccc2-c2cccc(C(=O)N3CCN(C(=O)c4ccccc4)CC3)c21	5.7%	-8.8%	-2.8%	-2.2	-15.5%	-9.5%	27.6%	2.0%	-0.7%
Cc1csc2nc(O)c(C(=O)NCCN3CCOCC3)c(=O)n12	-2.9%[57.1 µM]	-6.1%	0.9%	12.4	-11.5%	-2.1%	-5.5%[57.1 µM]	0.5%	0.3%
CSc1ccc(C(=O)C2CCCN(C(=O)c3cc(C)n(C)n3)C2)cc1 (stereo not drawn)	-17.7%	7.2%	-1.6%	-7.3	-8.7%	18.6%	-20.4%	-2.5%	4.0%
Cc1cc(C)cc(C(=O)NC(=S)Nc2ccc3[nH]c(=O)[nH]c3c2)c1	-5.0%	2.8%	-2.2%	-2.3	-0.7%	-18.0%	?	-0.9%	0.6%
CCCCN(CC)CCCNC(=O)c1cc2c(=O)n(C)c3ccccc3c2n1C	14.3%[57.1 µM]	15.8%	-2.1%	0.8	-14.7%	3.0%	4.6%[57.1 µM]	2.8%	-2.2%
COc1ccc2c(c1)SCCC2=O	7.1%	2.3%	-5.5%	-8.6	-9.8%	9.6%	-4.4%	0.7%	3.2%
CC(C)(C)OC(=O)N1CCC(c2c(C(=O)O)cnn2-c2ccccc2)CC1	7.4%[11.4 µM]	0.9%	-3.4%	-11.7	-12.4%	26.9%	-7.4%[11.4 µM]	-0.7%	0.1%
O=C(CCC(=O)OCC(F)(F)C(F)F)Nc1ccc(F)cc1F	-1.9%	0.1%	-5.3%	-7.7	-12.6%	-14.0%	0.4%	-1.3%	-9.2%
COc1ccc(Nc2nc3cc(Cl)c(Cl)cc3n3cnnc23)cc1Cl	5.3%	0.0%	-2.7%	-2.0	-1.9%	-36.2%	7.8%	-8.7%	?
COc1ccc(OC)c(NC(=O)C2CC(=O)N(c3ccccc3)C2)c1 (stereo not drawn)	-14.1%	-0.3%	-3.9%	1.0	-0.4%	-9.5%	-13.5%	-5.9%	2.7%
CC(c1ccccc1)n1c(S(=O)(=O)O)nc2ccccc21 (stereo not drawn)	-3.0%	2.4%	-0.3%	-7.2	-8.5%	-7.8%[56.9 µM]	21.6%	-3.2%	-0.8%
C=C(CO)C1Cc2cc(C(C)=O)ccc2O1 (stereo not drawn)	-8.0%[57.1 µM]	-8.8%	-0.8%	-1.0	-7.3%	-1.5%	7.4%[57.1 µM]	1.7%	-0.1%
COc1ccc(S(=O)(=O)N2CCOCC2)cc1NC(=O)CN(C)CC(=O)Nc1cccc(F)c1	-5.3%	-4.9%	-4.8%	-0.4	-13.0%	26.6%	16.3%	3.4%	0.1%
CCCCCc1ccc(-c2cn(Cc3ccc4c(c3)C(=O)c3ccccc3C4=O)nn2)cc1	-1.6%	.	-1.3%	.	.	.	11.7%	0.1%	.
COc1cccc(NC(=O)CN(C)C(=O)c2cccc(S(=O)(=O)N3c4ccccc4CC3C)c2)c1 (stereo not drawn)	-8.3%	1.3%	-3.5%	0.9	-4.1%	-21.8%	-0.7%	-0.7%	11.1%
O=[N+]([O-])c1ccc(NCc2ccccc2)nc1	-1.9%[11.4 µM]	3.7%	3.5%	2.4	-8.6%	11.0%	1.3%[11.4 µM]	0.4%	-13.1%
CC(=O)c1ccc(N2C(=NC(=O)C3CCCCC3)SC3CS(=O)(=O)CC32)cc1 (stereo not drawn)	-1.6%	-4.7%	0.6%	-2.0	-21.5%	-21.2%	10.0%	-15.5%	1.7%
CSc1nnc(-c2ccc(S(=O)(=O)N3CCCCC3)cc2)o1	2.3%	3.7%	-5.5%	-7.0	-3.2%	-1.2%	16.5%	-11.1%	0.1%
CC(=O)c1cccc(OCc2cc(C(=O)N(C)CCc3cnn(C)c3)no2)c1	-10.4%	4.3%	-2.1%	2.9	1.4%	37.9%	-15.0%	0.7%	-7.5%

(more compounds)
SMILES	TrxR1 substrate	mIDH1 inhibitor	Glioma ERSR ind	LDHA inh	USP1-UAF1 inh	RGS4 inhibitor	rTrxR1 inhibitor	Vif-A3G inh	Vif-APOBEC3F blk
COc1cc(C(=O)NCCc2ccc(F)cc2)c([N+](=O)[O-])cc1OC	-1.1%	9.9%	-3.3%	1.0	-7.6%	-39.9%	-4.1%	-1.0%	6.2%
O=C(Nc1nc2ccccc2[nH]1)c1ccccc1OC(F)F	2.0%	2.8%	-12.5%	-2.4	?	15.8%	8.3%	0.8%	-45.2%
Cc1nn(C)c(C)c1CS(=O)(=O)c1ccccc1	-18.7%[57.1 µM]	3.1%	-1.0%	-5.1	-6.5%	-29.2%	-37.6%	-9.9%	0.8%
Cn1c(Oc2ccccc2NCc2cccc(Br)c2)cc(=O)n(C)c1=O	10.3%[57.1 µM]	0.8%	1.5%	-5.7	-24.9%	36.2%	13.9%[57.1 µM]	-7.8%	-0.9%
C[C@H](CO)N1C[C@H](C)[C@H](CN(C)Cc2ccc(C(=O)O)cc2)OCc2ccccc2-c2c(n(C)c3ccccc23)C1=O	.	0.3%	0.8%	8.4	?	.	.	-4.3%	-4.5%
CCCCn1nnc(NC(=O)c2sc3cc(Cl)ccc3c2Cl)n1	-13.1%	-2.5%	0.0%	-2.9	-0.1%	3.3%	-9.0%	-7.9%	-0.2%
CCOc1ccc(S(=O)(=O)N2CCOCC2)cc1NC(=O)c1ccccc1F	3.3%[57.1 µM]	15.4%	-1.4%	-11.3	-8.3%	-14.4%	-4.4%[57.1 µM]	1.4%	9.9%
Cc1nc(C)c(C(=O)N2CCCC(C(=O)c3ccc4ccccc4c3)C2)s1 (stereo not drawn)	-1.6%	-9.5%	0.8%	-14.9	-4.7%	15.7%	-0.4%	1.1%	1.6%
COc1cc(/C=C2/C(=O)N(C)C(=S)N2C)ccc1OCc1cccc(F)c1	-0.1%	-3.5%	-1.7%	-7.1	-4.2%	-1.9%	13.3%	?	?
CC(=O)N1CCc2c(sc(NC(=O)CSc3ccc(C)cc3)c2-c2nc3ccccc3s2)C1	9.6%[57.1 µM]	-16.3%	-2.5%	-0.8	3.9%	-25.5%	24.7%[57.1 µM]	2.8%	7.3%
CCc1ccc(NC(=O)Cc2ccc(NC3=NC4CS(=O)(=O)CC4S3)cc2)cc1 (stereo not drawn)	4.6%[57.1 µM]	2.4%	0.9%	-5.0	-14.6%	-13.8%	4.4%[57.1 µM]	-1.6%	-6.3%
